Source: PubChem (several laboratories)
PABP1 MLLE inh – inhibitors of microRNA-mediated deadenylation, human PABP1 MLLE binding | inhibition, % at 20 µM | P11940 | GST-MLLE / FITC-PAM2 fluorescence polarization | 0.36% of 360,000 active; in the data active = inhibition above about 35%, passing the limit was not always enough;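 also: plate controls were DMSO wells with GST-MLLE for no effect and wells lacking GST-MLLE protein for full effect; some results filed as inactive read as strong as hits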
E coli Lon inh – inhibits E. coli Lon protease | P0A9M0 | purified E. coli Lon protease, fluorescence polarization | inhibition, % at 7.94 µM | 0.42% of 360,000 active; in the data active = inhibition above about 13%, passing the limit was not always enough;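 also: 0% = enzyme with probe and DMSO and 100% = no enzyme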
MsrA inhibitor – inhibitors of bovine MsrA. purified bovine MsrA, absorbance read-out. inhibition, % at 15.5 µM. 0.75% of 360,000 active; in the data active = inhibition above about 4.5%;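 also: 0% = vehicle wells with enzyme and 100% = reference inhibitor wells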
MT1-MMP act inh – MT1-MMP (human) activation inhibition; HT1080 RFP-PRO-GFP cells, GFP/RFP ratio fluorescence, overnight; percent of plate control window, DMSO zero; GFP/RFP ratio change, % at 20 µM; 0.061% of 360,000 active;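 active = GFP/RFP ratio change of at least 30% with cell ATP level not reduced by more than half and red fluorescence within 50% of control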; also: strong numbers were not always called active
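Assay system – RFP-PRO-GFP reporter HT1080 cells · Compound dosing – single dose of 20 µM compound, 1% DMSO final · Incubation – overnight compound exposure at 37 °C · Measure – GFP/RFP fluorescence ratio · Benchmarks – DMSO wells and RFP-L50D-GFP cells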
Rin1-Abl PPI inh – human Rin1-Abl interaction inhibition. AID 588664. P00519+Q13671. TR-FRET Rin1/Abl binding, biochemical. inhibition, % at 7.35 µM. 0.4% of 360,000 active; in the data active = inhibition above about 5%, passing the limit was not always enough
MsrA act – activators of bovine methionine sulfoxide reductase A; purified bovine MsrA, absorbance read-out; activation, % at 10.6 µM; 0.3% of 360,000 active; in the data active = activation above about 7.5%;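 also: 0% = vehicle and 100% = reference activator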
FAS-TE inh – FAS thioesterase (human) inhibition; 0.67% of 360,000 active; inhibition, % at 15 µM; AID 602261; P49327; recombinant FAS-TE, OMFH fluorogenic substrate, fluorescence endpoint;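 active = compounds whose normalised, plate-corrected inhibition of enzyme fluorescence in the single-dose primary screen is 50% or more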;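 also: 0% = DMSO with enzyme and 100% = substrate without enzyme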
Rpn11 block – blocks the human proteasome subunit Rpn11 | calls only at 20 µM | O00487 | human 26S proteasome, Ub4-pepOG fluorescence polarization; 20S core pre-blocked with epoxomicin | AID 588493 | 0.59% of 360,000 active;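 active = inhibition at 20 µM, scaled to each plate's controls, above about 33%, limit read from the data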
Target sequence (O00487 whole entry, looked up): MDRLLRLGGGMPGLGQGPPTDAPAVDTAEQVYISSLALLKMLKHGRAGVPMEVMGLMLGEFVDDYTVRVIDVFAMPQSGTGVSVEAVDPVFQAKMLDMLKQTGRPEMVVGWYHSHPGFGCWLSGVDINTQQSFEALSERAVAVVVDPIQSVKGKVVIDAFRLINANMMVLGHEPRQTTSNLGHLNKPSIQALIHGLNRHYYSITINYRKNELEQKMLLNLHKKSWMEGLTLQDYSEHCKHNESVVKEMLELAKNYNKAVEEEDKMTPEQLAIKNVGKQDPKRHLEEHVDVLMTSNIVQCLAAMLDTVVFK
CSN inh – blocks human CSN-mediated cullin deneddylation | Purified CSN, SCF-Nedd8-OG deneddylation, fluorescence polarization | 0.38% of 360,000 active | inhibition, % at 12.5 µM | Q92905;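 active = pattern-corrected inhibition above about 35%, with an unprinted fluorescence ratio check between 0.5 and 1.5, limit read from the data, passing the limit was not always enough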;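 also: 0% = enzyme with substrate and 100% = substrate without enzyme; some results filed as inactive read as strong as hits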
Target sequence (Q92905 whole entry, looked up, one chain of several): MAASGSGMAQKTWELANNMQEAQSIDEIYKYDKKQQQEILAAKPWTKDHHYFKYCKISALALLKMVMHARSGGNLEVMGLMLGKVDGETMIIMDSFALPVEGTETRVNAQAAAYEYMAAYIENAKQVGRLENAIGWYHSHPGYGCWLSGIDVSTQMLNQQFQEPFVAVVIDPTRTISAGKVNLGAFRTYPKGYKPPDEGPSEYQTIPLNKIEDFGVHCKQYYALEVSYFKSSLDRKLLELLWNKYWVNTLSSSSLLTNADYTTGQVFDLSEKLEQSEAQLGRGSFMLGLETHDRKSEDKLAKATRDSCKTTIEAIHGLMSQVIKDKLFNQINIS
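Assay system: purified human Csn5 enzyme expressed in HEK293T cells; Input: 0.24 nM Csn5 enzyme, final concentration; Reagent: 10 nM SCFSkp2-Nedd8OG; Compound dosing: 12.5 µM single point; Times: reaction 90 min, room temperature; Technique: fluorescence polarization readout.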
Active calls of the source: *. This is a random part of the collection. Share with any hit: about 3.7%.

For Nc1nc2ccc(Br)cc2o1 the results were PABP1 MLLE inh 16, E coli Lon inh -10, MsrA inhibitor -0.6, MT1-MMP act inh 1, Rin1-Abl PPI inh 0, MsrA act -4, FAS-TE inh -5, Rpn11 block inactive and CSN inh 1.
For O=C(NNC(=S)Nc1ccc(Br)cc1)c1cccnc1 the results were PABP1 MLLE inh 21, E coli Lon inh -3, MsrA inhibitor 2.0, MT1-MMP act inh 2, Rin1-Abl PPI inh 0, MsrA act -1, FAS-TE inh -3, Rpn11 block inactive and CSN inh 1.
`Cc1c(C(=O)OCC(=O)Nc2ccc(C(N)=O)cc2)cccc1[N+](=O)[O-]` gave PABP1 MLLE inh 5, E coli Lon inh -8, MsrA inhibitor 0.1, MT1-MMP act inh 1, Rin1-Abl PPI inh -1, MsrA act -1, FAS-TE inh -7, Rpn11 block inactive and CSN inh 2.
Screening CCOc1cc(/C=N/NC(=O)c2ccccn2)ccc1OC(=O)c1cccs1 returned PABP1 MLLE inh 12, E coli Lon inh -8, MsrA inhibitor 1.0, MT1-MMP act inh 1, Rin1-Abl PPI inh 2, MsrA act -1, FAS-TE inh 17, Rpn11 block inactive and CSN inh -3.
For CC12CCCCN1CCCc1c2[nH]c2ccccc12 (stereo not given) the results were PABP1 MLLE inh 40*, E coli Lon inh 22*, MsrA inhibitor 1.4, MT1-MMP act inh -13, Rin1-Abl PPI inh 2, MsrA act -2, FAS-TE inh -5, Rpn11 block inactive and CSN inh -10.
O=C(Nc1ccc(N2CCN(C(=O)c3ccccc3)CC2)c(Cl)c1)c1ncn[nH]1 was read as PABP1 MLLE inh -6, E coli Lon inh 14, MsrA inhibitor -0.2, MT1-MMP act inh -3, Rin1-Abl PPI inh -1, MsrA act -2, FAS-TE inh -76, Rpn11 block inactive and CSN inh -4.
For CCc1ccc(OCCn2ccnc2)cc1 the results were PABP1 MLLE inh -7, E coli Lon inh 0, MsrA inhibitor 0.4, MT1-MMP act inh 5, Rin1-Abl PPI inh 0, MsrA act -3, FAS-TE inh -5, Rpn11 block inactive and CSN inh 8.
`COC1OCC(O)C(OC(=O)c2ccccc2)C1OC(=O)c1ccccc1` (stereo not given) gave PABP1 MLLE inh -10, E coli Lon inh 7, MsrA inhibitor -0.4, MT1-MMP act inh -3, Rin1-Abl PPI inh 3, MsrA act -2, FAS-TE inh -3, Rpn11 block inactive and CSN inh -4.
COc1ccc(C(=O)OCC(=O)NC(C)CCc2ccccc2)cc1OC (stereo not given) was read as PABP1 MLLE inh 17, E coli Lon inh 4, MsrA inhibitor -0.6, MT1-MMP act inh 0, Rin1-Abl PPI inh -1, MsrA act 0, FAS-TE inh 4, Rpn11 block inactive and CSN inh 0.
CC(=O)Nc1cccc(Oc2ncnc3scc(-c4ccccc4)c23)c1 was read as PABP1 MLLE inh 16, E coli Lon inh -3, MsrA inhibitor -0.7, MT1-MMP act inh 0, Rin1-Abl PPI inh -1, MsrA act -1, FAS-TE inh 10, Rpn11 block inactive and CSN inh 10.
`C/C=C(\C)C(=O)NCCN1C2=NC[C@H](Cc3ccc(O)cc3)N2C[C@H]1Cc1ccc(O)cc1` gave PABP1 MLLE inh -5, E coli Lon inh -4, MsrA inhibitor 0.0, MT1-MMP act inh -2, Rin1-Abl PPI inh 2, MsrA act -3, FAS-TE inh -8, Rpn11 block inactive and CSN inh 2.
COC(=O)c1ccccc1NC(=O)N1CCN(c2ccc(OC)cc2)CC1 was read as PABP1 MLLE inh 2, E coli Lon inh -4, MsrA inhibitor 0.7, MT1-MMP act inh -1, Rin1-Abl PPI inh -1, MsrA act -1, FAS-TE inh 19, Rpn11 block inactive and CSN inh -2.

Ordered by SMILES length (descending): some entries from above
`Cc1c(C(=O)OCC(=O)Nc2ccc(C(N)=O)cc2)cccc1[N+](=O)[O-]` gave PABP1 MLLE inh 5, E coli Lon inh -8, MsrA inhibitor 0.1, MT1-MMP act inh 1, Rin1-Abl PPI inh -1, MsrA act -1, FAS-TE inh -7, Rpn11 block inactive and CSN inh 2.
For CC12CCCCN1CCCc1c2[nH]c2ccccc12 (stereo not given) the results were PABP1 MLLE inh 40*, E coli Lon inh 22*, MsrA inhibitor 1.4, MT1-MMP act inh -13, Rin1-Abl PPI inh 2, MsrA act -2, FAS-TE inh -5, Rpn11 block inactive and CSN inh -10.
For Nc1nc2ccc(Br)cc2o1 the results were PABP1 MLLE inh 16, E coli Lon inh -10, MsrA inhibitor -0.6, MT1-MMP act inh 1, Rin1-Abl PPI inh 0, MsrA act -4, FAS-TE inh -5, Rpn11 block inactive and CSN inh 1.

More compounds:
For C=CCc1c(C)[nH]c2ccc(C)cc2c1=O the results were PABP1 MLLE inh 7, E coli Lon inh 12, MsrA inhibitor 3.6, MT1-MMP act inh -4, Rin1-Abl PPI inh -2, MsrA act -2, FAS-TE inh -6, Rpn11 block inactive and CSN inh 5.
Screening COc1ccc(CCN(Cc2cccs2)S(=O)(=O)c2ccc(-n3cnnn3)cc2)cc1OC returned PABP1 MLLE inh 9, E coli Lon inh -9, MsrA inhibitor -0.1, MT1-MMP act inh 5, Rin1-Abl PPI inh 0, MsrA act -4, FAS-TE inh 22, Rpn11 block inactive and CSN inh -4.
`CCCC(=O)Nc1ccc(C(=O)NNC(=O)c2cccs2)cc1` gave PABP1 MLLE inh 6, E coli Lon inh -4, MT1-MMP act inh 9, Rin1-Abl PPI inh 2, MsrA act -5, FAS-TE inh -11, Rpn11 block inactive and CSN inh -1.
`CCOC(=O)C1CCN(CCC(=O)Nc2cccc(C)c2)CC1` gave PABP1 MLLE inh 12, E coli Lon inh 0, MsrA inhibitor -0.8, MT1-MMP act inh 1, Rin1-Abl PPI inh 1, MsrA act -3, FAS-TE inh -5, Rpn11 block inactive and CSN inh -3.
For O=C(COc1coc(CN2CCN(c3ccccc3)CC2)cc1=O)Nc1cccc(F)c1 the results were PABP1 MLLE inh -3, E coli Lon inh -3, MsrA inhibitor -1.5, MT1-MMP act inh 0, Rin1-Abl PPI inh 1, MsrA act -1, FAS-TE inh -1, Rpn11 block inactive and CSN inh 4.
For O=C(NCCCN1CCOCC1)c1ccc(CS(=O)(=O)Cc2ccccc2Cl)o1 the results were PABP1 MLLE inh -10, E coli Lon inh -1, MsrA inhibitor 0.4, MT1-MMP act inh 1, Rin1-Abl PPI inh -2, MsrA act -3, FAS-TE inh -3, Rpn11 block inactive and CSN inh 3.
Screening CC1(C(=O)NS(=O)(=O)c2ccc(C#N)cc2)CCN1C(=O)Cc1ccc(Cl)cc1Cl (stereo not given) returned PABP1 MLLE inh -4, E coli Lon inh 4, MsrA inhibitor -0.7, MT1-MMP act inh 1, Rin1-Abl PPI inh 3, MsrA act 0, FAS-TE inh 55*, Rpn11 block inactive and CSN inh -2.
For O=C(CSc1ncnc2sc(-c3ccccc3)cc12)NC1CCS(=O)(=O)C1 (stereo not given) the results were PABP1 MLLE inh 6, E coli Lon inh -4, MsrA inhibitor -0.9, MT1-MMP act inh -2, Rin1-Abl PPI inh -3, MsrA act 0, FAS-TE inh -5, Rpn11 block inactive and CSN inh -1.
`CCC1CC(C(=O)Nc2ccccc2)C(=O)O1` (stereo not given) gave PABP1 MLLE inh 2, E coli Lon inh 1, MsrA inhibitor -1.0, MT1-MMP act inh -1, Rin1-Abl PPI inh 0, MsrA act -2, FAS-TE inh -7, Rpn11 block inactive and CSN inh 4.
CN1CCN(c2ccncc2S(=O)(=O)N2CCCC2)CC1 was read as PABP1 MLLE inh 1, E coli Lon inh -4, MsrA inhibitor -0.7, MT1-MMP act inh 1, Rin1-Abl PPI inh 2, MsrA act -1, FAS-TE inh -5, Rpn11 block inactive and CSN inh 3.
`Cc1ccc(S(=O)(=O)NCCC(=O)NNC(=O)c2ccccc2Cl)cc1C` gave PABP1 MLLE inh 7, E coli Lon inh -2, MsrA inhibitor 0.4, MT1-MMP act inh 0, Rin1-Abl PPI inh 0, MsrA act -2, FAS-TE inh -8, Rpn11 block inactive and CSN inh 1.
`O=C(Cn1cnc2sc3c(c2c1=O)CCCC3)NCC(=O)Nc1ccc(F)cc1F` gave PABP1 MLLE inh 14, E coli Lon inh -4, MsrA inhibitor 1.8, MT1-MMP act inh -1, Rin1-Abl PPI inh 3, MsrA act -1, FAS-TE inh 8, Rpn11 block inactive and CSN inh -9.
Screening O=Cc1cnc2ccccc2c1-c1ccccc1 returned PABP1 MLLE inh -4, E coli Lon inh 4, MsrA inhibitor 1.7, MT1-MMP act inh -3, Rin1-Abl PPI inh -2, MsrA act -2, FAS-TE inh 4, Rpn11 block inactive and CSN inh 1.
`C(=Nc1ccc(Nc2ccccc2)cc1)c1ccc2ccccc2c1` gave PABP1 MLLE inh 33, E coli Lon inh -16, MT1-MMP act inh 44*, Rin1-Abl PPI inh 14*, MsrA act 0, FAS-TE inh 2, Rpn11 block inactive and CSN inh -5.
Screening O=C(c1ccccc1NS(=O)(=O)c1ccccc1[N+](=O)[O-])N1CCCC1 returned PABP1 MLLE inh -2, E coli Lon inh -7, MsrA inhibitor 0.9, MT1-MMP act inh -4, Rin1-Abl PPI inh 2, MsrA act -1, FAS-TE inh -2, Rpn11 block inactive and CSN inh 0.
C=CCOc1ccc2c(c1)C(=NO)c1cc(OCC=C)ccc1-2 was read as PABP1 MLLE inh -11, E coli Lon inh 1, MsrA inhibitor 2.3, MT1-MMP act inh 3, Rin1-Abl PPI inh -1, MsrA act 1, FAS-TE inh -45, Rpn11 block inactive and CSN inh 1.
For COc1ccccc1C(=O)N1CCN=C1c1ccccc1 the results were PABP1 MLLE inh 4, E coli Lon inh -10, MsrA inhibitor 0.5, MT1-MMP act inh 0, Rin1-Abl PPI inh 7, MsrA act 2, FAS-TE inh -5, Rpn11 block inactive and CSN inh 2.
CCOC(=O)CC1C(=O)NCCN1Cc1cccc(C(F)(F)F)c1 (stereo not given) was read as PABP1 MLLE inh -1, E coli Lon inh -5, MsrA inhibitor 1.2, MT1-MMP act inh -1, Rin1-Abl PPI inh -7, MsrA act -1, FAS-TE inh 1, Rpn11 block inactive and CSN inh 6.
COc1ccc(-c2nc(C#N)c(N3CCOCC3)o2)cc1OC was read as PABP1 MLLE inh -5, E coli Lon inh -7, MsrA inhibitor 1.6, MT1-MMP act inh 0, Rin1-Abl PPI inh -3, MsrA act -1, FAS-TE inh -4, Rpn11 block inactive and CSN inh 2.
For Cc1cc(C)n(CC(=O)NNC(=O)c2ccc(OC(F)(F)F)cc2)n1 the results were PABP1 MLLE inh -5, E coli Lon inh 12, MsrA inhibitor 0.4, MT1-MMP act inh 2, Rin1-Abl PPI inh 4, MsrA act -10, FAS-TE inh -7, Rpn11 block inactive and CSN inh -3.
For Cc1nc2c(-c3ccc(F)cc3)c(C)nn2c(C)c1CCC(=O)NCCN1CCOCC1 the results were PABP1 MLLE inh -2, E coli Lon inh -5, MsrA inhibitor 1.6, MT1-MMP act inh -2, Rin1-Abl PPI inh 0, MsrA act -8, FAS-TE inh -8, Rpn11 block inactive and CSN inh -2.
CC(C)Nc1ccccc1 was read as PABP1 MLLE inh 4, E coli Lon inh -10, MT1-MMP act inh 4, Rin1-Abl PPI inh 1, MsrA act -4, FAS-TE inh -1, Rpn11 block inactive and CSN inh -2.
For Cc1ccc(CNC(=O)CSc2nc(=O)n3ccccc3n2)cc1 the results were PABP1 MLLE inh 6, E coli Lon inh 1, MT1-MMP act inh -4, Rin1-Abl PPI inh 2, MsrA act -2, FAS-TE inh -4, Rpn11 block inactive and CSN inh -1.
`CCOc1ccc(Cl)cc1-c1cc(C(=O)Nc2cc(OC)ccc2OC)[nH]n1` gave PABP1 MLLE inh -14, E coli Lon inh -8, MT1-MMP act inh -4, Rin1-Abl PPI inh 1, MsrA act -1, FAS-TE inh 14, Rpn11 block inactive and CSN inh -3.
